XIAP displacement = XIAP antagonists, biochemical, IAP family, fluorescence polarization (AID 1018). displacement, % at 20 µM, or IC50 in µM where a hit was titrated. 200,000 compounds, 0.007% hits. XIAP BIR domain, fluorescence polarization peptide displacement; higher % means a stronger effect. E3 ubiquitin-protein ligase XIAP (Homo sapiens); in the data active = displacement above about 50%; note: a part of the inactive calls stands beside numbers as strong as those of hits
human PMI inhibition = inhibitors of human PMI, primary screen, biochemical, fluorescence intensity, coupled assay (AID 1209); Mannose-6-phosphate isomerase (Homo sapiens); purified PMI enzyme, coupled fluorescence intensity; higher % means a stronger effect; one-dose inhibition, % at 20 µM; IC50 in µM for titrated hits; 190,000 compounds, 0.42% hits;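 note: plate controls were DMSO vehicle for no effect and wells lacking substrate for full effect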
NOD1 NF-kB reporter = NOD1 signaling inhibitors, primary screen, cell-based, luminescence, uHTS (AID 1578). NOD1-driven NF-kB luciferase reporter cells, luminescence; higher % means a stronger effect. 290,000 compounds, 1% hits. inhibition, % at 4 µM; hits with a dose series show EC50 in µM; in the data active = inhibition mostly above about 36%, no sharp cut-off; inactive = mostly below about 34%;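 note: HEK-293T reporter cells stimulated with the NOD1 agonist gamma-tri-DAP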
TNAP activation fold = human TNAP enzyme activators, primary screen, biochemical, luminescent, no phosphate acceptor, uHTS (AID 1001); Alkaline phosphatase, tissue-nonspecific isozyme (Homo sapiens); 200,000 compounds, 0.03% hits; activation fold at 20 µM; hits with a dose series show EC50 in µM; purified TNAP, luminescent activation assay, no phosphate acceptor; higher activation fold means a stronger effect; in the data active = activation fold from about 3, or a potency from the dose series; inactive = the rest, 99 in 100 with activation fold below about 1.6; note: many of its hits are not listed in these tables
NOD2 inhibition = NOD2 signaling inhibitors, cell-based, luminescence, uHTS, HEK293 (AID 1566). HEK293 NOD2/NF-kB luciferase reporter, luminescence; higher % means a stronger effect. inhibition, % at 4 µM; hits with a dose series show EC50 in µM. 290,000 compounds, 0.63% hits; note: many of its hits are not listed in these tables
PMI inhibition = human PMI inhibitors, high substrate, primary screen, biochemical, fluorescence intensity, high mannose 6-phosphate (AID 1220); recombinant PMI enzyme, coupled fluorescence intensity; higher % means a stronger effect; inhibition, % at 20 µM, or IC50 in µM where a hit was titrated; 190,000 compounds, 0.66% hits
LYP phosphatase = inhibitors of LYP phosphatase, biochemical, fluorescence intensity, uHTS (AID 1779) | Tyrosine-protein phosphatase non-receptor type 22 (Homo sapiens) | recombinant LYP phosphatase, fluorescence intensity; higher % means a stronger effect | inhibition, % at 11.5 µM, or IC50 in µM where a hit was titrated | 290,000 compounds, 0.054% hits;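 note: plate controls were vehicle with enzyme for no effect and no enzyme for full effect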
KOR beta-arrestin-1 = KOR agonists, beta-arrestin recruitment, primary screen, cell-based, luminescence, uHTS (AID 1777). Kappa-type opioid receptor (Homo sapiens). 280,000 compounds, 0.02% hits. KOR beta-arrestin recruitment, luminescence; higher % means a stronger effect. one-dose activation, % at 10 µM; EC50 in µM for titrated hits; in the data active = activation above about 50%, passing the limit was not always enough; note: a part of the inactive calls stands beside numbers as strong as those of hits
KOR beta-arrestin-2 = KOR antagonists, beta-arrestin recruitment, cell-based, luminescence, uHTS (AID 1778). KOR beta-arrestin recruitment, luminescence, antagonist mode; higher % means a stronger effect. inhibition, % at 10 µM; hits with a dose series show IC50 in µM. 290,000 compounds, 0.091% hits; note: strong numbers were not always called active
Numbers without * were called inactive; . = not tested or not shown; [ ] = remark or other dose. Cut-off read from the data, not from the text of the source, unless noted: active = inhibition above about 50%; inactive = the rest. A portion of the library; count on the stated rates, not on these rows.

SMILES	XIAP displacement	human PMI inhibition	NOD1 NF-kB reporter	TNAP activation fold	NOD2 inhibition	PMI inhibition	LYP phosphatase	KOR beta-arrestin-1	KOR beta-arrestin-2
CCOC(=O)C1=C(C)NC(C)=C(C(=O)OCC)C1C(=O)OCC(=O)N1CCC(C)CC1	-13%	3%	4%	1.1	15%	2%	-3%	1.1%	-1%
O=C(Nc1nnc(-c2ccc(F)cc2)s1)c1c(F)cccc1Cl	.	.	-8%	.	4%	.	-10%	-3.7%	-10%[20 µM]
O=C(CC(CC(=O)c1ccc(Br)cc1)c1cccnc1)c1ccc(Br)cc1	.	.	6%	.	23%	.	-1%	1.1%	-2%
COc1ccc(C)cc1S(=O)(=O)Nc1ccc(F)c(Cl)c1	-16%	10%	22%	1	-7%	11%	-4%	8.4%	-33%
O=C(Nc1ccc2c(c1)OCCO2)c1cc(-c2ccccc2)nc2ccccc12	-0.6%	12%	.	1.1	23%	9%	3%	-0.7%	-44%
COc1cccc(-n2c(COc3ccc(C)cc3)nnc2SCC(=O)O)c1	-2.6%	-26%	5%	1	-2%	-22%	-9%	2.2%	-53%
COc1ccc(Cl)cc1/C=C(\C#N)C(N)=O	-4.4%	.	5%	1.1	-22%	.	-4%	.	-382%[20 µM]
O=C(CNC(=O)[C@@H]1Cc2ccccc2CN1)NCc1ccco1	.	.	-32%	.	7%	.	-12%	-2.1%	-53%
Cc1cc(C)nc(NS(=O)(=O)c2ccc(N3C(=O)C4CCCCC4C3=O)cc2)n1 (stereo not given)	.	.	-18%	.	-9%	.	-2%	2.5%	16%
CCOc1ccc(S(=O)(=O)NC(C)(C)C)cc1-c1nc2c(C(C)(C)C)nn(C)c2c(=O)[nH]1	-3.5%	14%	-15%	1.1	-4%	11%	4%	-6.7%	-34%
CSc1nc(O)c(C(c2cccc([N+](=O)[O-])c2)c2c(O)nc(SC)[nH]c2=O)c(=O)[nH]1	-0.4%	-17%	-15%	1	9%	-3%	-6%	-5.9%	-8%[20 µM]
COc1ccccc1-c1cc(-c2ccc(O)cc2)nc(N)c1C#N	.	.	-3%	.	-9%	.	-13%	2.6%	-29%
O=C(COc1ccc(Br)cc1)NCCCn1ccnc1	.	.	62%*	.	-17%	.	-13%	1.9%	-12%
COc1ccc(C(=O)CSc2[nH]c(=O)cc(C(F)(F)F)c2C#N)cc1	.	.	-12%	.	16%	.	-2%	8.7%	10%
CCc1ncc(C(=O)c2ccc(OC)cc2)n1C	-6.6%	-9%	0%	1	19%	-6%	-5%	-4.6%	13%
CC(=O)c1cccc(OCC(O)CN2CCN(S(=O)(=O)c3c(F)cccc3F)CC2)c1 (stereo not given)	.	.	-2%	.	2%	.	-10%	2.1%	-24%
O=C(Nc1ccccc1C(=O)N1CCCCC1)c1ccccc1C(F)(F)F	.	.	-32%	.	-10%	.	-4%	-0.7%	11%
CCN(C(=O)COc1ncnc2scc(-c3ccc(F)cc3)c12)C1CCS(=O)(=O)C1 (stereo not given)	-3.9%	13%	-3%	1.1	1%	9%	0%	-0.2%	1%
O=C(c1ccco1)N1CCN(c2ncnc3c2cnn3-c2ccccc2)CC1	-2.4%	1%	-22%	1.1	-13%	-3%	-4%	4.7%	10%
NC(=O)/C(=N\O)c1ccccc1	-2.6%	2%	5%	1.1	16%	-1%	-5%	2.2%	-8%
O=C(CNc1ccc2ccccc2c1)N/N=C/c1ccc(OC(=O)/C=C/c2ccco2)cc1	-2.7%	31%	-30%	1.1	-37%	42%	1%	-6.0%	0%
Cc1onc(-c2ccccc2Cl)c1C(=O)N1C=CC(C(F)(F)F)=NCC1	-3.9%	13%	-16%	1.1	4%	20%	1%	-2.5%	-7%
Cc1nc2ccc(S(=O)(=O)NCC(=O)NCc3ccc(Cl)cc3)cc2s1	.	.	-12%	.	20%	.	-8%	1.7%	-27%
Cc1cc(C)n(-c2ncccc2[N+](=O)[O-])n1	.	.	-8%	.	5%	.	3%	-0.3%	5%
COc1ccc(NC(=S)Nc2ccccn2)cc1	.	.	7%	.	-62%	.	-5%	-3.7%	13%
COCCNCCOc1ccccc1-c1ccccc1	-2.5%	-1%	-9%	1.2	-5%	-4%	-2%	-12%	24%
COC(=O)c1nnn(-c2ccc(F)c(Cl)c2)c1C(=O)OC	-6.8%	-6%	-28%	1	3%	-6%	-10%	-2.7%	22%
O=C(Nc1ccc2c(c1)CN(Cc1ccco1)CC2)C1CCCO1 (stereo not given)	.	.	7%	.	8%	.	-10%	4.4%	-2%
CC(Sc1ncc(C(F)(F)F)cc1Cl)C(=O)NCC1CCCO1 (stereo not given)	-5.1%	2%	-7%	1.1	11%	0%	-6%	5.9%	2%
CC(NC(=O)CC1Sc2ccccc2NC1=O)c1ccccc1 (stereo not given)	-14%	0%	-10%	1	21%	9%	-4%	-1.4%	1%
CN1C(=O)CSC1=Nc1cccc(Cl)c1	.	.	14%	.	0%	.	-5%	9.1%	-16%[20 µM]
COc1ccccc1/C=C1\Oc2cc(OC(=O)N3CCOCC3)ccc2C1=O	.	.	-4%	.	18%	.	-5%	1.7%	20%
CCCCOc1ccc(C2/C(=C(/O)c3ccc4c(c3)CC(C)O4)C(=O)C(=O)N2CCCN2CCOCC2)cc1OC (stereo not given)	.	.	18%	.	9%	.	-5%	-7.4%	-2%
O=C(COC(=O)c1cc2c(s1)CCCC2)Nc1ccc(Cl)cn1	-2.6%	11%	-8%	1.1	5%	5%	-11%	0.3%	-8%
COc1cccc(CNc2ccc3c(c2)ncn3C)c1OC	.	.	-41%	.	2%	.	-8%	-4.9%	-19%[20 µM]
CN(CC(=O)N1CCc2ccccc21)S(=O)(=O)c1ccc(Br)s1	-4.5%	3%	-47%	1.1	-17%	-1%	0%	-4.9%	-12%
O=c1[nH]c2ccsc2c(=O)n1-c1ccc(F)c(Cl)c1	-4.5%	-1%	1%	1	14%	4%	-1%	2.7%	22%
CCCn1nnnc1SCC(=O)NCc1ccc(OC)cc1	1.8%	2%	-8%	1.1	-2%	-2%	-8%	4.0%	-13%
Cc1ccccc1CC1(CO)CCCN(C(=O)CCN2CCCO2)C1 (stereo not given)	.	.	-26%	.	-1%	.	-12%	-1.8%	-40%
CC(C)C(=O)Nc1cccc(-c2cnc3ccccc3n2)c1	-2.7%	2%	-38%	1.1	-7%	-3%	-4%	2.4%	4%
CCc1ccc(NC(=O)N(C2CCC(C)CC2)C2CCN(C(C)=O)CC2)cc1 (stereo not given)	-5.9%	4%	-34%	1.1	-34%	-1%	-5%	9.0%	-36%
C=CCn1c(SCc2csc(C)n2)nc2sc3c(c2c1=O)CCCC3	-2.2%	3%	42%	1.1	31%	-2%	-4%	1.7%	.
CCOC(=O)N1CCN(C(=O)COc2ccccc2Cl)CC1	0.6%	-6%	-29%	1.1	12%	-8%	-3%	-2.6%	-23%
CSCC[C@H](NC(=O)[C@H](Cc1ccccc1)n1c(=O)[nH]c2ccccc2c1=O)C(=O)N1CCC[C@@H]1C(=O)O	.	.	0%	.	11%	.	-12%	0.3%	-16%[20 µM]
CNc1c([N+](=O)[O-])cnn1-c1ccc(Cl)cc1Cl	-4.3%	7%	11%	1.1	6%	6%	0%	3.4%	-48%
COC(=O)/C(=C\C(=O)c1ccccc1)Nc1cccc(C(F)(F)F)c1	-3.7%	11%	-5%	1	-22%	6%	-1%	-1.6%	-12%
N#Cc1cn(-c2ccccc2)nc1-c1ccc2c(c1)OCCO2	-2.6%	6%	-53%	1	-76%	-4%	-3%	8.7%	-9%
CCOc1ccc(/C=C2\SC(N3CCc4ccccc4C3)=NC2=O)cc1	-5.2%	10%	-11%	1	8%	4%	-2%	1.7%	-27%
O=C(COc1ccccc1F)NCc1nc2ccccc2[nH]1	-4.0%	-13%	-19%	1.1	13%	-14%	-6%	1.1%	13%
CCCCn1nc(C(=O)NC2=NCCS2)c2ccccc2c1=O	-1.9%	-6%	20%	1	16%	-12%	-9%	5.1%	-90%

Some values from the list.
`COC(=O)/C(=C\C(=O)c1ccccc1)Nc1cccc(C(F)(F)F)c1` in TNAP activation fold is entered as 1
`CSc1nc(O)c(C(c2cccc([N+](=O)[O-])c2)c2c(O)nc(SC)[nH]c2=O)c(=O)[nH]1` in NOD2 inhibition is entered as 9%

By substructure, those above containing fluorine
SMILES	XIAP displacement	human PMI inhibition	NOD1 NF-kB reporter	TNAP activation fold	NOD2 inhibition	PMI inhibition	LYP phosphatase	KOR beta-arrestin-1	KOR beta-arrestin-2
O=C(Nc1nnc(-c2ccc(F)cc2)s1)c1c(F)cccc1Cl	.	.	-8%	.	4%	.	-10%	-3.7%	-10%[20 µM]
COc1ccc(C)cc1S(=O)(=O)Nc1ccc(F)c(Cl)c1	-16%	10%	22%	1	-7%	11%	-4%	8.4%	-33%
COc1ccc(C(=O)CSc2[nH]c(=O)cc(C(F)(F)F)c2C#N)cc1	.	.	-12%	.	16%	.	-2%	8.7%	10%
CC(=O)c1cccc(OCC(O)CN2CCN(S(=O)(=O)c3c(F)cccc3F)CC2)c1 (stereo not given)	.	.	-2%	.	2%	.	-10%	2.1%	-24%
O=C(Nc1ccccc1C(=O)N1CCCCC1)c1ccccc1C(F)(F)F	.	.	-32%	.	-10%	.	-4%	-0.7%	11%
CCN(C(=O)COc1ncnc2scc(-c3ccc(F)cc3)c12)C1CCS(=O)(=O)C1 (stereo not given)	-3.9%	13%	-3%	1.1	1%	9%	0%	-0.2%	1%
Cc1onc(-c2ccccc2Cl)c1C(=O)N1C=CC(C(F)(F)F)=NCC1	-3.9%	13%	-16%	1.1	4%	20%	1%	-2.5%	-7%
COC(=O)c1nnn(-c2ccc(F)c(Cl)c2)c1C(=O)OC	-6.8%	-6%	-28%	1	3%	-6%	-10%	-2.7%	22%
CC(Sc1ncc(C(F)(F)F)cc1Cl)C(=O)NCC1CCCO1 (stereo not given)	-5.1%	2%	-7%	1.1	11%	0%	-6%	5.9%	2%
O=c1[nH]c2ccsc2c(=O)n1-c1ccc(F)c(Cl)c1	-4.5%	-1%	1%	1	14%	4%	-1%	2.7%	22%
COC(=O)/C(=C\C(=O)c1ccccc1)Nc1cccc(C(F)(F)F)c1	-3.7%	11%	-5%	1	-22%	6%	-1%	-1.6%	-12%
O=C(COc1ccccc1F)NCc1nc2ccccc2[nH]1	-4.0%	-13%	-19%	1.1	13%	-14%	-6%	1.1%	13%

From PubChem
